Screening data deposited in PubChem BioAssay by The Scripps Research Institute Molecular Screening Center.
PAFAH2 FP inh: inhibitors of human PAFAH2 | Q99487 | recombinant PAFAH2, FP-rhodamine activity probe, fluorescence polarization | inhibition, % at 3.39 µM | 0.99% of 340,000 active;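 active = inhibition above the mean over all tested compounds plus 3 SD, cut at about 30% in these data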;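 also: inhibitors block probe labeling of enzyme so polarization drops; 0% = enzyme with DMSO and 100% = wells lacking PAFAH2 protein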
PAFAH1B3 FP inh: blocks human PAF acetylhydrolase 1B catalytic subunit 3 | Q15102 | AID 492972 | recombinant PAFAH1B3, FP-rhodamine probe, fluorescence polarization | 0.28% of 340,000 active | inhibition, % at 3.39 µM;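 active = inhibition above the screen-wide average of all tested compounds plus 3 SD, cut at about 25% in these data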;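 also: 0% = enzyme with DMSO only and 100% = wells lacking PAFAH1B3 protein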
Target sequence (Q15102 whole entry, looked up): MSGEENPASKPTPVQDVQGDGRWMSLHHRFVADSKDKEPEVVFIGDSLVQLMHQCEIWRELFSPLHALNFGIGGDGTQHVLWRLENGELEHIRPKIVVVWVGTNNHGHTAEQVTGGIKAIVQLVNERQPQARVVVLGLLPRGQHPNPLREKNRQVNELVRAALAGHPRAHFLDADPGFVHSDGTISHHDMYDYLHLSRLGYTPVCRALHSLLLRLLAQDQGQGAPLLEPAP
PAFAH1B2 inh: blocks human PAF acetylhydrolase 1b catalytic subunit 2; P68402; recombinant PAFAH1B2, FP-rhodamine activity probe, fluorescence polarization; inhibition, % at 3.39 µM; 1.2% of 340,000 active;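 active = inhibition above the mean of all tested compounds plus 3 SD, cut at about 24% in these data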;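 also: 0% = enzyme with DMSO and 100% = wells lacking PAFAH1B2; many of its hits are not listed in these tables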
Target sequence (P68402 whole entry, looked up): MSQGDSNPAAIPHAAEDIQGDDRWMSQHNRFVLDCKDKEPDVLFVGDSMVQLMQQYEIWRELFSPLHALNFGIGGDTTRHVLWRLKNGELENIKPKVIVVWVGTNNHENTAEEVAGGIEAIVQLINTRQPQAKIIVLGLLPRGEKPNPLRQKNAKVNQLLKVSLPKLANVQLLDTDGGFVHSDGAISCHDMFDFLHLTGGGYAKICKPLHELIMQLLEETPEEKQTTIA
The depositor's hits bear a star. Not all compounds are listed. The share of hits here may be higher or lower than overall.

| Structure | PAFAH2 FP inh | PAFAH1B3 FP inh | PAFAH1B2 inh |
| --- | --- | --- | --- |
| O=C(c1ccccc1)N1CCOC(O)(c2ccccc2)C1c1ccccc1 (stereo unspecified) | -3 | 14 | 10 |
| CCCNC(=O)C1CN(S(=O)(=O)c2ccc(Cl)s2)c2ccccc2O1 (stereo unspecified) | 3 | 5 | 4 |
| O=C(NNC1CCN(Cc2ccccc2)CC1)c1ccccc1 | -4 | 6 | 6 |
| CCCCn1cnc2c(SCc3ccccc3F)nc(N)nc21 | 0 | 2 | -1 |
| Cc1cccc(N2CCN(C(=O)NC3CCCCC3)CC2C)c1 (stereo unspecified) | -2 | 2 | 0 |
| COC(C(=O)C(O)C(C)O)C1Cc2cc3cc(OC4CC(OC5CC(O)C(O)C(C)O5)C(O)C(C)O4)c(C)c(O)c3c(O)c2C(=O)C1OC1CC(OC2CC(OC3CC(O)C(OC)C(C)O3)C(O)C(C)O2)C(O)C(C)O1 (stereo unspecified) | -1 | 15 | 8 |
| CN(CC(=O)Nc1ccccc1Br)C(=O)c1ccccc1OCc1ccccc1Cl | -2 | 2 | 2 |
| O=C(NC(=S)Nc1ccc(Br)c(Cl)c1)C1CC1 | -6 | -1 | -1 |
| Oc1[nH]c2ccccc2c1N=Nc1ccccn1 | 8 | 1 | 2 |
| CN(C(=O)c1cccc(NC(=O)Cc2ccc(NC(=O)C3CCCN(C(=O)C4CCCCC4)C3)cc2)c1)C1CCC1 (stereo unspecified) | -7 | 9 | 1 |
| COc1ccccc1N(C)S(=O)(=O)c1ccc(C(=O)Nc2cccc(S(=O)(=O)N3CCOCC3)c2)cc1 | -13 | -9 | -5 |
| COc1ccc(C(=O)c2ccc(C)cc2)c(OC)c1OC | 4 | 7 | 4 |
| COc1ccc(Cl)cc1NS(=O)(=O)c1cccc(C(=O)NCC2(N(C)C)CCCCC2)c1 | 3 | -5 | 1 |
| Cc1ccc(NC(=O)CN2C(=O)S/C(=C/c3ccc(O)c([N+](=O)[O-])c3)C2=O)cc1C | 22 | 17 | 10 |
| CC(=O)Nc1ccc(/C=N/Nc2nncc3ccccc23)cc1 | -3 | 0 | -3 |
| O=c1[nH]c(/C=C/c2ccc([N+](=O)[O-])cc2)c([N+](=O)[O-])c(=O)[nH]1 | 2 | 12 | 5 |
| CCN(CC)S(=O)(=O)c1ccc(N2CCOCC2)c(NC(=O)CN2C(=O)NC3(CCCC3)C2=O)c1 | 8 | 8 | 4 |
| CC(C)Cn1c(N)c(C(=O)CSc2nnnn2-c2ccc(Cl)cc2)c(=O)n(C)c1=O | 4 | 0 | 1 |
| O=C(O)C(CCc1ccccn1)c1ccccc1 (stereo unspecified) | 0 | -3 | 1 |
| COc1ccc(CN2CCC(N3CC(C)OC(C)C3)CC2)c(OC)c1 (stereo unspecified) | -8 | 17 | 5 |

Individual results from the results shown:
PAFAH2 FP inh, CC(=O)Nc1ccc(/C=N/Nc2nncc3ccccc23)cc1 : -3
PAFAH2 FP inh, COc1ccccc1N(C)S(=O)(=O)c1ccc(C(=O)Nc2cccc(S(=O)(=O)N3CCOCC3)c2)cc1 : -13

Remaining list, next part
| Structure | PAFAH2 FP inh | PAFAH1B3 FP inh | PAFAH1B2 inh |
| --- | --- | --- | --- |
| O=C(OCCOc1ccccc1Cl)c1cc(S(=O)(=O)N2CCCCC2)ccc1N1CCOCC1 | 11 | 8 | 12 |
| CC(=O)c1ccc(OCCCOc2cccc3cccnc23)cc1 | 2 | 5 | 0 |
| COC(C[C@@H](O)C[C@@H](O)COCc1ccccc1)OC | 4 | 8 | 2 |
| CC(C)c1ccc(NC(=O)c2ccccc2NC(=O)C2CC=CCC2C(=O)O)cc1 (stereo unspecified) | 1 | 7 | 21 |
| CN(C)CC(CCC(CN(C)C)C(=O)c1ccccc1)C(=O)c1ccccc1 (stereo unspecified) | -1 | 9 | 3 |
| CCN(C(=O)COC(=O)c1ccccc1NCc1ccco1)c1c(N)n(Cc2ccccc2)c(=O)[nH]c1=O | 6 | 4 | -2 |
| CC(C)c1ccc(S(=O)(=O)N2CCC(C(=O)N3CCN(c4cccc(Cl)c4)CC3)CC2)cc1 | 1 | 5 | -1 |
| Cc1cc(C)c[n+](CC(=O)c2ccccc2)c1 | 4 | 8 | 1 |
| C[C@H](O)[C@@H]1C(=O)N2CCc3ccc(-c4cccc(F)c4)cc3[C@@H]2C[C@@H]1N(C)C(=O)Nc1ccccc1 | -8 | 6 | 2 |
| COC1=CC(=O)C=C(OC)C1=O | 4 | 8 | 0 |
| CCCN(CC(=O)Nc1ccc(F)c(F)c1F)C(=O)CN1C(=O)NC2(CCCCC2)C1=O | -2 | 7 | 3 |
| CCOC(=O)CSc1nnc([C@H](CC(C)C)NC(=O)OC(C)(C)C)o1 | 4 | 9 | -3 |
| Nc1c(Cl)cc(C(=O)NC2CC2)cc1Cl | 7 | 8 | -3 |
| CCOc1ccc(NC(=O)COC(=O)C2CCC(=O)N2)c([N+](=O)[O-])c1 (stereo unspecified) | 4 | 1 | -4 |
| Cc1cc(O)c(C(C)C)cc1N=Cc1ccccc1[N+](=O)[O-] | 1 | 6 | -5 |
| O=[N+]([O-])c1ccc(-c2cccnc2)cc1 | 2 | -3 | -3 |
| O=C1[C@@H]2[C@H](C(=O)N1CC(O)COCc1ccccc1)C1C=C[C@H]2C1 (stereo partly specified) | -3 | 5 | -1 |
| CCN1CCN(S(=O)(=O)c2ccc(Cl)c(C(=O)N(CC)Cc3ccccc3)c2)CC1 | 2 | 1 | 0 |
| O=[N+]([O-])c1ccc(Nc2ccccc2O)c2nonc12 | -1 | 2 | 7 |
| O=C(NN=Cc1cc([N+](=O)[O-])ccc1O)c1cccc2ccccc12 | 25 | 11 | 6 |
| COc1cc(CCC(=O)OCC(=O)Nc2sccc2C(N)=O)cc(OC)c1OC | 8 | 7 | 4 |
| CC(=O)Nc1ccc2c(c1Br)Cc1ccccc1-2 | -2 | 4 | 0 |
| COc1ccc(Cc2nc3ccc(C(=O)NC(C)c4cnn(C)c4)cc3o2)cc1 (stereo unspecified) | 0 | -1 | -1 |
| COc1ccc(NC(=O)Nc2cc(C)ccn2)cc1 | 2 | 0 | 2 |
| CC(=NNS(=O)(=O)c1ccc([N+](=O)[O-])cc1)c1ccc(C)cc1 | 4 | 7 | 4 |
| Cc1cc(/C=N/NC(=O)Cn2c3ccccc3c(=O)c3ccccc32)c(C)n1-c1ccc(Cl)cc1 | -12 | -18 | -8 |
| CCc1cc2ccccc2nc1SCC(=O)N1CCN(C(=O)c2ccco2)CC1 | 2 | 1 | 7 |
| O=C1CCCc2c1ccc1ccccc21 | -6 | 23 | 8 |
| CSCCC(=O)Nc1nc(-c2ccccn2)cs1 | 2 | 5 | 1 |
| CC[N+]1(C)CCC(O)(/C=C/c2ccccc2)C(C(=O)/C=C/c2ccccc2)C1 (stereo unspecified) | -2 | 11 | 0 |

Not a retest: entries from further up.
| Structure | PAFAH2 FP inh | PAFAH1B3 FP inh | PAFAH1B2 inh |
| --- | --- | --- | --- |
| CCOc1ccc(NC(=O)COC(=O)C2CCC(=O)N2)c([N+](=O)[O-])c1 (stereo unspecified) | 4 | 1 | -4 |
| Cc1cc(O)c(C(C)C)cc1N=Cc1ccccc1[N+](=O)[O-] | 1 | 6 | -5 |
| O=[N+]([O-])c1ccc(-c2cccnc2)cc1 | 2 | -3 | -3 |
| O=C1[C@@H]2[C@H](C(=O)N1CC(O)COCc1ccccc1)C1C=C[C@H]2C1 (stereo partly specified) | -3 | 5 | -1 |
| CCN1CCN(S(=O)(=O)c2ccc(Cl)c(C(=O)N(CC)Cc3ccccc3)c2)CC1 | 2 | 1 | 0 |
| O=[N+]([O-])c1ccc(Nc2ccccc2O)c2nonc12 | -1 | 2 | 7 |
| O=C(NN=Cc1cc([N+](=O)[O-])ccc1O)c1cccc2ccccc12 | 25 | 11 | 6 |
| COc1cc(CCC(=O)OCC(=O)Nc2sccc2C(N)=O)cc(OC)c1OC | 8 | 7 | 4 |
| CC(=O)Nc1ccc2c(c1Br)Cc1ccccc1-2 | -2 | 4 | 0 |
| COc1ccc(Cc2nc3ccc(C(=O)NC(C)c4cnn(C)c4)cc3o2)cc1 (stereo unspecified) | 0 | -1 | -1 |
| COc1ccc(NC(=O)Nc2cc(C)ccn2)cc1 | 2 | 0 | 2 |
| CC(=NNS(=O)(=O)c1ccc([N+](=O)[O-])cc1)c1ccc(C)cc1 | 4 | 7 | 4 |
| Cc1cc(/C=N/NC(=O)Cn2c3ccccc3c(=O)c3ccccc32)c(C)n1-c1ccc(Cl)cc1 | -12 | -18 | -8 |
| CCc1cc2ccccc2nc1SCC(=O)N1CCN(C(=O)c2ccco2)CC1 | 2 | 1 | 7 |
| O=C1CCCc2c1ccc1ccccc21 | -6 | 23 | 8 |
| CSCCC(=O)Nc1nc(-c2ccccn2)cs1 | 2 | 5 | 1 |
| CC[N+]1(C)CCC(O)(/C=C/c2ccccc2)C(C(=O)/C=C/c2ccccc2)C1 (stereo unspecified) | -2 | 11 | 0 |

Further records follow.
| Structure | PAFAH2 FP inh | PAFAH1B3 FP inh | PAFAH1B2 inh |
| --- | --- | --- | --- |
| Cc1cc(C(=O)COC(=O)c2cc(O)c3ccccc3c2O)c(C)n1CC1CCCO1 (stereo unspecified) | 6 | 17 | 6 |
| Cc1ccc(NC(=O)c2ncn(CCCNCc3ccc4c(c3)OCO4)n2)cc1C | 3 | 6 | 4 |
| Cn1c(N)c(C(=O)COC(=O)CC(NC(N)=O)c2ccc(Cl)cc2)c(=O)n(C)c1=O (stereo unspecified) | -3 | 5 | 1 |
| Cc1nnc(SCCOC(N)=O)n1C | 5 | 2 | 0 |
| O=C(Cc1csc(N2CCOCC2)n1)N/N=C/c1ccc(O)c(O)c1O | 7 | -12 | -2 |
| O=C(NCCCN1CCCC1=O)c1ccc2c(c1)NC(=O)C(N1CCOCC1)S2 (stereo unspecified) | -1 | 3 | 1 |
| CN1C[C@@H]2[C@@H]3C(=O)N(C)C(=O)[C@@H]3[C@](C)(C1=O)N2C(=O)c1ccc(Cl)c(Cl)c1 | 2 | -12 | -4 |
| NCCC1CN(C(=O)OCc2ccccc2)c2ccccc21 (stereo unspecified) | -8 | 3 | 3 |
| CC(C)Oc1ccc(C2CC(=O)NC2=O)cc1 (stereo unspecified) | -2 | 14 | 4 |
| CC(C)c1ccc(S(=O)(=O)N2CCN(C(=O)[C@@H]3CCCN3C(=O)c3cccs3)CC2)cc1 | 3 | 5 | 6 |
| Cc1nn(C)c(Cl)c1CN1CCC(n2nccc2NC(=O)C2CCCC2)CC1 | 3 | 0 | -5 |
| O=C(NNCc1ccccc1)c1ccccc1 | 6 | 4 | 3 |
| COc1ccc(C2=NN(C(=O)CCC(=O)O)C(c3ccccc3)C2)cc1 (stereo unspecified) | -6 | 0 | 3 |
| CCOc1ccc(N(CC(=O)NN=C2CCN(C)CC2)S(=O)(=O)c2ccc(Br)cc2)cc1 | 0 | 9 | -1 |
| Cc1ccnc(N/C=C/C(=O)c2ccc(Br)cc2)c1 | 6 | -3 | 5 |
| CCNC(=O)N(C)c1nncnc1C(=O)NC | 0 | 5 | 2 |
| CCCN1C2CCCC1CC(NC(=O)c1ccc(C(C)(C)C)cc1)C2 (stereo unspecified) | 2 | 1 | 2 |
| CCOc1ccc(C2C(C(=O)c3ccco3)=C(O)C(=O)N2CCCn2ccnc2)cc1 (stereo unspecified) | -7 | -1 | 1 |
| NC(=O)C1CCCN1Cc1ccc2c(c1)OCO2 (stereo unspecified) | -22 | 11 | -2 |
| O=C1C(Cl)=C(O)C2(Cl)C(Cl)=C(Cl)C12Cl (stereo unspecified) | 2 | 10 | 4 |
| Cc1cc(NC(=O)c2ccco2)ccc1NC(=O)c1ccco1 | -9 | 9 | 0 |
| CC(=O)Nc1ccc(SC(Sc2ccc(NC(C)=O)cc2)c2ccccc2)cc1 | -1 | -6 | -2 |
| O=C(O)C1CCN(c2ccc(S(=O)(=O)N3CCCCC3)cc2[N+](=O)[O-])CC1 | 0 | 10 | 10 |
| CN(Cc1ccccc1)CC(O)CN(C)Cc1ccccc1 | -6 | 9 | 3 |
| Nc1ccc(C=C2C=Cc3ccccc32)cc1 | 3 | 5 | 6 |
| O=C(NCCc1ccccc1)c1cccc(NC(=O)c2ccccc2)c1 | -4 | 6 | -1 |
| CC(OC(=O)[C@@H](NC(=O)OCc1ccccc1)C(C)C)C(=O)Nc1ccc(N2CCOCC2)cc1 (stereo partly specified) | -4 | -1 | 1 |
| Cc1ccc2c(c1)CCCN2C(=O)c1cc(C)c(C)s1 | -4 | 1 | 1 |
| CC(C)C(=O)Nc1cccc(COc2ccc(CN(CCc3ccccc3)C(=O)OC(C)(C)C)cc2)c1 | -13 | -9 | 0 |
| CCOC(=O)c1c(NC(=O)C2CCCN2S(=O)(=O)c2cccc3nsnc23)sc(C)c1C (stereo unspecified) | 3 | -12 | 4 |
| N#CC1(Nc2cccc(Cl)c2)CCCC1 | 10 | 5 | 6 |
| C(=Nc1ccccc1)c1ccc[nH]1 | 10 | 5 | 4 |
| S=C(S)OC1CC2CC1C1CCCC21 (stereo unspecified) | -2 | 14 | 11 |
| Cc1ccc(C(C)C)c(OCC(=O)Nc2ccc(N3CCOCC3)cc2N2CCOCC2)c1 | 13 | 6 | 7 |
| O=C(OCC#CCSc1nnc(-c2ccncc2)o1)c1sc2ccccc2c1Cl | 0 | -4 | 7 |
| CCOC(=O)/C(=N\Nc1ccc(Br)cc1)N1CCN(c2ccccc2OC)CC1 | 13 | -3 | -1 |
| O=C(NCc1cccc(Cl)c1)C1CCC(=O)N(CCCN2CCOCC2)C1 (stereo unspecified) | 7 | 0 | -2 |
| CCCC1(CC)C(=O)NC(=O)N=C1N (stereo unspecified) | 6 | -7 | 5 |
